# Screens (PubChem BioAssay)
# Cathepsin G inh – blocks human cathepsin G enzyme activity | P08311 | purified enzyme, AMC-tetrapeptide fluorescence, pooled mixtures | inhibition, % at 5 µM (by protocol) | actives 0.2% (n = 62,000);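 active = inhibition above 20% in each of the two mixture wells holding the compound; inactive = inhibition of 20% or less in either well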;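 also: 0% = enzyme control without mixture and 100% = blank lacking enzyme; strong numbers were not always called active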
# PKA kinase inh – blocks human protein kinase A activity | actives 0.1% (n = 65,000) | P17612 | inhibition, % at 6 µM | PKA Kemptide phosphorylation, Kinase-Glo ATP luminescence;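 active = inhibition above the screen-wide mean inhibition plus 3 SD, cut at about 21% in these data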; also: many of its hits are not listed in these tables
# FXIIa mix inh – inhibitors of human coagulation factor XIIa, pooled mixtures; P00748; purified FXIIa, fluorogenic substrate; inhibition, % at 5 µM; actives 0.2% (n = 62,000);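 also: 0% = enzyme without compound and 100% = no enzyme blank; some results filed as inactive read as strong as hits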
# FXIa mix inh – blocks human factor XIa in pooled compound mixtures | P03951 | purified FXIa, fluorogenic substrate | inhibition, % at 5 µM | actives 0.19% (n = 62,000);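 also: each value is inhibition by a whole ten-compound pool holding the compound; 0% = enzyme with no mixture and 100% = wells lacking enzyme; strong numbers were not always called active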
# Target sequence (P03951 19-387 limits assumed): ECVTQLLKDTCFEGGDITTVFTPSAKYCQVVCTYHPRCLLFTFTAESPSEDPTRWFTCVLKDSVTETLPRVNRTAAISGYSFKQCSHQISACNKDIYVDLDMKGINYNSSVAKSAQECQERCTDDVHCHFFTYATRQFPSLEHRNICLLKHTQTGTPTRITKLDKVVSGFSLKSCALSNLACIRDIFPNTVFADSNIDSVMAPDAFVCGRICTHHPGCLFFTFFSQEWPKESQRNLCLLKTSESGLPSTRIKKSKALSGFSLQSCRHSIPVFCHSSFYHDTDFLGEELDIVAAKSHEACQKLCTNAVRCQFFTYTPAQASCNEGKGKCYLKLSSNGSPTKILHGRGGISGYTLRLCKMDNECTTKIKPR
# Target sequence (P03951 388-625 limits assumed): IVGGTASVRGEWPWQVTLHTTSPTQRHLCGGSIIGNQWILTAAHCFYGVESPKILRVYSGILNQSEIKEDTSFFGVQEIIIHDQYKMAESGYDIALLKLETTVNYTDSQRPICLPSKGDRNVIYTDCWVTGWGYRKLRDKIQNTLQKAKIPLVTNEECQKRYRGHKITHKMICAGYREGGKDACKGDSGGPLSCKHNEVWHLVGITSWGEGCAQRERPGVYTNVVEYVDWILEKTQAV
# JNK3 blocker – blocks human JNK3 kinase activity. actives 0.61% (n = 60,000). inhibition, % at 8 µM. purified JNK3 kinase activity, HTS; in the data active = inhibition above about 17%;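 also: 0% = DMSO and 100% = reference inhibitor; many of its hits are not listed in these tables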
# Target sequence (P53779 whole entry, looked up): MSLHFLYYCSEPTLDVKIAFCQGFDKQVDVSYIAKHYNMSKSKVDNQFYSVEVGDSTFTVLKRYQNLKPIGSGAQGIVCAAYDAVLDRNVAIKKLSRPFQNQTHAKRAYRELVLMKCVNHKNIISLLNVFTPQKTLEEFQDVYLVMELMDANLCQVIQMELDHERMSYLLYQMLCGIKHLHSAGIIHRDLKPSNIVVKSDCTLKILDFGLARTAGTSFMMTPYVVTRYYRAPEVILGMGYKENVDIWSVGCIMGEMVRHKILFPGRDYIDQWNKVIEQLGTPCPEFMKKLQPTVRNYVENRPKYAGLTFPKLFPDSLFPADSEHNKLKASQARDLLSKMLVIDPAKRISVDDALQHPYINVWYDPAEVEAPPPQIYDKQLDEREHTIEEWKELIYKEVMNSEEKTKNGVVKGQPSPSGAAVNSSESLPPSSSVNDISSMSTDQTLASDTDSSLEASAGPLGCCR
# CatL block – blocks human cathepsin L protease activity | P07711 | purified cathepsin L, fluorogenic substrate, fluorescence | inhibition, %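 (tested at 10 µM)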 | actives 0.17% (n = 58,000) | AID 460; in the data active = inhibition above about 45%;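 also: 0% = enzyme with no compound and 100% = no enzyme blank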
# CatS inh – blocks human cathepsin S protease activity; inhibition, %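 (tested at 5 µM per compound within 10-compound mixtures)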; recombinant cathepsin S, AMC dipeptide fluorescence, pooled mixtures; P25774; actives 0.06% (n = 62,000); AID 501; in the data active = inhibition above about 32%, passing the limit was not always enough;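 also: 0% = enzyme without compound and 100% = blank without enzyme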
# C1s block – blocks human complement C1s protease activity; purified C1s, fluorogenic AMC substrate, pooled mixtures; actives 0.16% (n = 62,000); mean inhibition % of two 10-compound mixtures (active compounds read high), % at 5 µM (by protocol); AID 538;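 active = inhibition above 20% in each of the two 10-compound mixture wells holding the compound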;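 also: 0% = enzyme wells lacking compound mixture and 100% = no-enzyme blank wells; some compounds called inactive have numbers as strong as hits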
# ROCK2 blocker – ROCK2 (human) kinase inhibition; O75116; AID 604; actives 0.35% (n = 60,000); inhibition, % at 6 µM; purified ROCK2, Kinase-Glo ATP depletion luminescence;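 active = inhibition above the screen-wide mean inhibition plus 3 SD, cut at about 18% in these data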;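 also: plate controls were DMSO wells for no effect and Y-27632 control wells after no-enzyme background subtraction for full effect; many of its hits are not listed in these tables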
# * = called active by the depositor; / = no result given. Rule as the data show it, unless noted: active = inhibition above about 20% (passing the limit was not always enough); inactive = the rest. Compounds were not picked by outcome; overall some 1.5% were active at least once.
# Values run as follows: FXIIa mix inh	ROCK2 blocker	Cathepsin G inh	CatS inh	FXIa mix inh	JNK3 blocker	C1s block	PKA kinase inh	CatL block
COc1cc(C2c3c(oc4ccc(C)cc4c3=O)C(=O)N2c2cc(C)ccn2)cc(OC)c1OC (centres undefined)
→ 10	3	13	3	-1	-4	10	-1	3
Cc1cc(=O)[nH]c(SCCOc2cccc(C(F)(F)F)c2)n1
→ 6	-4	10	-5	7	-6	15	-4	-1
COc1cc(S(=O)(=O)N2CCN(c3ccccc3)CC2)ccc1Cl
→ 10	4	1	4	4	-2	9	7	/
O=S1(=O)C=CC(N2CCOCC2)C1 (centres undefined)
→ 11	/	-1	-6	1	/	0	/	/
CC1CCCCC1N=CC1=C(O)CC(C)(C)CC1=O (centres undefined)
→ -2	3	7	2	4	-2	12	-3	26
COc1ccc(CC(NC(C)=O)C(=O)NC2CCN(C(=O)Nc3ccc(C#N)cc3)CC2)cc1OC (centres undefined)
→ -19	5	3	20	9	4	4	6	-3
COC(=O)c1ccc2c(c1)NC(=O)C(N1CCOCC1)S2 (centres undefined)
→ 2	/	9	-2	8	/	5	1	18
O=C(NCC1CCCO1)C1CCN(S(=O)(=O)c2cccc3cccnc23)CC1 (centres undefined)
→ 3	7	2	-7	-7	-3	-87	6	3
COc1ccc(Cl)cc1N(CC(=O)N1CCN(Cc2ccccc2)CC1)S(C)(=O)=O
→ 0	/	10	-9	-2	/	3	8	4
Cc1cccc(NC(=O)c2cc(S(=O)(=O)NCc3ccco3)ccc2F)c1C
→ -3	3	10	0	7	-4	17	7	-4
CC(=O)c1cc2c(O)c(O)ccc2o1
→ 0	5	3	3	2	-7	2	6	12
Cc1ccc(-c2nnc(N(C)C(=O)c3ccncc3)s2)cn1
→ 25	1	7	-2	5	-3	-2	6	-11
CCCC(=O)Nc1nc2ccc(S(=O)(=O)N3CCCCC3)cc2s1
→ -18	5	-2	9	12	4	-4	3	0
O=C(NCc1ccccc1)N(Cc1cc2cc3c(cc2[nH]c1=O)OCCO3)CC1CCCO1 (centres undefined)
→ 10	-3	-7	-6	5	-8	-20	-2	0
CCOC(=O)N1CCN(C(=O)C(NC(=O)c2ccc(CC)cc2)C(C)C)CC1 (centres undefined)
→ -1	3	-3	8	7	1	-34	3	16
O=C(O)c1ccc2[nH]c3c(c2c1)CSCC3
→ /	8	/	/	/	1	-11	7	/
Cc1nn(C)c(C)c1S(=O)(=O)N1CCCC(C(=O)NCC2COc3ccccc3O2)C1 (centres undefined)
→ -1	1	-4	1	-1	-3	1	3	/
CCOP(=O)(c1ccc(N(C)C)cc1)C(O)c1c(Cl)cccc1Cl (centres undefined)
→ 5	1	11	-2	0	-3	2	0	3
Cc1ccc2c(c1)-c1c(cnn1CC(=O)N1CCCN(Cc3ccccc3F)C1)CO2
→ -10	-1	8	4	0	8	-3	-3	0
CN(C)c1ccc(C(=O)OCC(=O)c2cccs2)cc1
→ -2	/	-4	0	5	/	0	1	9
COc1ccc(OC)c(NC(=O)NC2(C(F)(F)F)Oc3ccccc3O2)c1
→ 3	/	2	5	-4	/	-17	8	4
CCN(CC)c1ccc(NC(=O)CN2C(=O)CSc3ncccc32)c(C)c1
→ 0	0	29	9	23*	0	12	-6	/
CN(C(=O)c1ccncc1)c1nnc(-c2ccncc2)s1
→ -10	4	15	6	4	-4	18	8	10
CCCCNC(=O)C1CCCN(S(=O)(=O)c2ccc(-n3cnnn3)cc2)C1 (centres undefined)
→ 3	-7	-4	10	-1	4	-23	5	7
Cc1cc(NC(=O)c2noc3c2CCCC3)nn1Cc1ccc(Cl)cc1
→ 4	5	-2	3	7	2	-27	4	9
CCN(CC)CCN1C(=O)C(O)=C(C(=O)c2ccc(C)o2)C1c1ccccn1 (centres undefined)
→ 2	5	2	7	-4	-5	-34	5	18
Cn1c(=O)[nH]c(=O)c2c1nc(N1CCCCCC1)n2CCSc1nc2ccccc2o1
→ -2	4	10	3	6	-4	14	9	4
Cc1nc2ccc(N)cc2s1
→ 9	6	7	6	9	0	8	7	4
CCCC(=O)N1CCc2[nH]c3ccccc3c2C1
→ /	15	/	/	/	-1	/	6	21
Cc1ccc2c(c1)N(Cc1ccc3c(c1)OCO3)C(=O)C(C)O2 (centres undefined)
→ 1	-2	5	-1	-9	1	6	1	-3
Cc1cc(C)nc(N(C#N)CC(=O)Nc2ccccc2)n1
→ 7	0	0	5	10	5	-13	-2	20
Cc1coc(C)c1C(=O)CC1(O)C(=O)N(Cc2ccccc2)c2ccccc21 (centres undefined)
→ -5	-1	-17	-8	1	-1	-21	2	-4
Cc1cc2ccccc2cc1CN1CCOCC1
→ 5	4	-8	9	9	-5	-46	4	7
CC1(C)CC(=O)C2=C(C1)N(CCN1CCOCC1)C1=C(C(=O)CC(C)(C)C1)C2c1cccc(Cl)c1
→ -20	7	4	2	-8	-10	-20	8	-28
CCC1Oc2ccc(C)cc2N(CC(=O)NCCN2C(C)CCCC2C)C1=O (centres undefined)
→ 8	2	-1	-13	11	2	2	8	-5
Cc1ccc(OCC(O)Cn2c(N3CCOCC3)nc3c2c(=O)[nH]c(=O)n3C)cc1 (centres undefined)
→ 1	1	6	1	0	0	0	-2	9
CC1(C)CN=C(N2CCN(C3=NCC(C)(C)S3)CC2)S1
→ 5	-3	-16	0	2	-6	-12	5	1
Cn1c(Cl)cnc1C(O)c1ccccc1 (centres undefined)
→ -16	4	9	-3	3	1	8	1	1
Cc1nnc(SCC(=O)Nc2ncc(Cc3ccc(F)cc3)s2)n1N
→ 8	6	-7	-3	2	0	-9	16	2
COc1ccc(S(=O)(=O)N2CCN(S(=O)(=O)c3ccc4c(c3)OCCO4)CC2)cc1
→ 6	-2	-10	-5	4	0	-16	6	2
COC(=O)c1sc(S(=O)(=O)N2CCN(c3ccccc3)CC2)c(C(=O)OC)c1C
→ 7	7	2	18	0	-3	-4	9	7
O=C(NCCSCc1ccco1)Nc1ccccc1
→ -15	6	7	-8	9	-1	12	13	/
CC(=O)Oc1ccc(C(c2ccc(OC(C)=O)cc2)c2ccccn2)cc1
→ 27	-10	5	9	8	3	38	-10	13
CN(C)/C=N/c1nc2ccc3c(c2s1)CCCC3
→ 0	4	2	-2	-5	0	-24	1	4
O=C(NCc1cccs1)c1ccc(N2CCCCC2)nc1
→ -2	/	8	-3	5	/	-30	2	/
Cc1ccccc1-n1c(=O)/c(=C\c2ccco2)s/c1=C(/C#N)C(=O)Nc1ccccc1
→ /	1	/	/	/	6	/	4	-7
O=C(CSc1nc2[nH]ncc2c(=O)n1-c1ccccc1)c1ccc2c(c1)OCCO2
→ 10	7	11	0	2	5	-10	10	/
CCc1c(C)nc2cc(-c3ccc(OC)c(OC)c3)nn2c1N1CCCC1
→ 22	/	10	8	-5	/	-2	1	19
O=C(Nc1ccccc1-c1nc2ccccc2o1)c1ccc2c(c1)OCCO2
→ -6	2	9	18	6	5	9	4	-7
O=C(Nc1ccc(C(=O)Oc2ccccc2)c(O)c1)c1ccco1
→ 2	4	2	2	6	1	4	9	-3
CCOCCCn1c(=N)c(C(=O)NCc2ccc3c(c2)OCO3)cc2c(=O)n3cccc(C)c3nc21
→ -13	2	-5	2	0	-2	-17	7	-3
COCc1cc(C)nc(NC2CCCCC2)c1C#N
→ 8	-3	0	4	7	2	-10	-2	-6
Cc1ccc(S(=O)(=O)Cc2ccc(C(=O)N3CCN(c4ccccn4)CC3)o2)cc1
→ -20	2	6	6	5	5	11	0	/
CC1(C)CC(=O)CC(=Nc2ccc(C(=O)O)cc2)C1
→ 1	8	3	17	11	0	2	8	28
CCOC(=O)N1CC=C2C(C#N)=C(N)C(C#N)(C#N)[C@H](c3cccs3)[C@H]2C1
→ /	-4	/	/	/	-1	/	3	16
Cc1ccc(C)c(-c2nc3cc(N)ccc3o2)c1
→ 4	/	0	15	0	/	-9	-6	-23
CCOc1cc(C)c(C(C)C)cc1S(=O)(=O)N1CC(C)OC(C)C1 (centres undefined)
→ 8	5	1	-10	-17	-6	-24	3	4
Cc1ccc(C(=O)NCCN(C)C)c(C)c1
→ 1	-4	14	21	3	-2	1	-2	16
CC1(C)CC(=O)C2=C(C1)NC(=O)CC2C(=O)NCc1ccc(F)cc1 (centres undefined)
→ -1	-2	-2	-17	-8	-7	-17	0	0
COc1ccc(CNC(=O)CN2CCC(C(=O)c3ccc(OC)cc3)CC2)cc1
→ 2	7	0	9	10	0	2	3	7

# Further structures
# Values run as follows: FXIIa mix inh	ROCK2 blocker	Cathepsin G inh	CatS inh	FXIa mix inh	JNK3 blocker	C1s block	PKA kinase inh	CatL block
CCOC(=O)N1CCC(NC(=O)c2ccc3c(c2)N(CC)CCS3)CC1
→ 7	6	-15	-6	-16	-1	-141	3	-283
CCOC(=O)Nc1ccc(OC)cc1S(=O)(=O)N1CCCCC1
→ 13	6	6	-7	-5	5	-18	11	-3
COc1ccc(COC(=O)c2nc3nc(C)cc(C)n3n2)cc1F
→ 6	0	10	12	19	-2	13	2	23
Cc1ccc(-c2nnc(SCC(=O)N3CCCc4ccccc43)n2N)cc1
→ -2	0	10	9	1	-3	15	-2	17
CC(C)CC(NC(=O)C1CCC(C)CC1)C(=O)Nc1cccnc1 (centres undefined)
→ 6	/	-15	-3	1	/	-21	3	-1
CC(C)NC(=O)c1cc2cc(Br)ccc2oc1=O
→ -17	3	9	6	2	-3	8	2	7
COc1ccc(C(=O)CSc2nc(C)cc(=O)[nH]2)cc1
→ -16	2	12	-11	4	5	13	-4	4
CCCCn1c(=O)c(C(=O)OCC)c(O)c2ccccc21
→ 8	-4	-2	12	6	-6	1	-4	11
CC(=O)C1C(c2cn(-c3ccccc3)nc2-c2cccs2)NC(=O)NC1(O)C(F)(F)F (centres undefined)
→ 6	1	-1	17	4	4	-24	3	16
Cc1ccc(C)c(NC(=O)Cn2nc(C)c3ccccc3c2=O)c1
→ -1	-5	2	-1	7	-1	-2	-8	/
COc1ccccc1N1CCN(C(=O)c2cc(-c3ccc4c(c3)OCO4)on2)CC1
→ 6	7	10	0	6	4	56	7	18
CCOC(=O)C1CCCN(c2nc3ccccc3nc2C(C#N)C(=O)OC(C)C)C1 (centres undefined)
→ /	-4	/	/	/	3	/	6	20
COc1ccc(-c2nnc3c4ccccc4c(C)nn23)cc1S(=O)(=O)N1CCN(CCO)CC1
→ 3	10	1	4	6	0	-5	2	2
CN(C)CCN1C(=O)c2oc3ccc(Cl)cc3c(=O)c2C1c1cccc(Br)c1 (centres undefined)
→ 14	6	10	13	14	-6	8	3	-2
Cc1occc1C(=O)Nc1cccc(C(=O)NCc2ccccc2)c1
→ 2	2	9	19	4	-1	7	1	-4
Cc1ccc(S(=O)(=O)N2c3ccccc3NC(=O)C2CC(=O)Nc2ccccc2)cc1 (centres undefined)
→ 11	-5	10	-6	8	-6	15	-2	-6
CC(=O)c1cccc(NC(=O)N2CCc3ccccc3C2)c1
→ 0	-7	-8	-8	4	-2	-33	1	-2
Cc1cc(C2C(C#N)=C(N)SC(N)=C2C#N)c(C)s1
→ 1	8	12	8	10	10	8	10	14
OC(CNCC1CCCO1)Cn1c2ccccc2c2ccccc21 (centres undefined)
→ 4	2	-1	-8	7	-6	-1	8	-3
CC1(C)CC(=O)C=C(Nc2ccc(S(N)(=O)=O)cc2)C1
→ 5	2	4	-4	-4	-1	-13	6	-4
CCOC(=O)c1ccc(N=c2sc(C(=O)OC)cc(=O)n2CCCN2CCOCC2)cc1
→ 5	-8	3	9	-2	4	-29	3	20
O=C(NCCCCO)C(F)(F)C(F)(F)C(F)(F)C(=O)NCCCCO
→ -2	4	15	11	6	6	17	-1	19
O=c1c2ccccc2nc(SCc2nc3ccccc3s2)n1Cc1ccco1
→ 7	1	-10	8	7	5	28	5	5
